NPYLR7 ag – activates Aedes aegypti NPYLR7 receptor; HEK293T NPYLR7/Galpha15, GCaMP6s calcium fluorescence; activation, % at 10 µM; hit rate 0.15% among 270,000; in the data active = activation above about 40%;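 note: 0% = vehicle and 100% = reference agonist at the receptor; some compounds past the cut are filed as inactive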
mcGAS lum – blocks mouse cGAS activity | hit rate 0.15% among 160,000 | recombinant cGAS, Kinase-Glo ATP depletion luminescence | Q8C6L5 | inhibition, % at 12.5 µM;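 note: 0% = negative control wells and 100% = reference inhibitor with no enzyme activity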
hcGAS inh – blocks human cGAS activity | Q8N884 | recombinant h-cGAS, ATP depletion, Kinase-Glo luminescence | inhibition, % at 12.5 µM | hit rate 0.081% among 290,000;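 note: 0% = vehicle reaction and 100% = reaction without DNA for no activity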
Target sequence (Q8N884 whole entry, looked up): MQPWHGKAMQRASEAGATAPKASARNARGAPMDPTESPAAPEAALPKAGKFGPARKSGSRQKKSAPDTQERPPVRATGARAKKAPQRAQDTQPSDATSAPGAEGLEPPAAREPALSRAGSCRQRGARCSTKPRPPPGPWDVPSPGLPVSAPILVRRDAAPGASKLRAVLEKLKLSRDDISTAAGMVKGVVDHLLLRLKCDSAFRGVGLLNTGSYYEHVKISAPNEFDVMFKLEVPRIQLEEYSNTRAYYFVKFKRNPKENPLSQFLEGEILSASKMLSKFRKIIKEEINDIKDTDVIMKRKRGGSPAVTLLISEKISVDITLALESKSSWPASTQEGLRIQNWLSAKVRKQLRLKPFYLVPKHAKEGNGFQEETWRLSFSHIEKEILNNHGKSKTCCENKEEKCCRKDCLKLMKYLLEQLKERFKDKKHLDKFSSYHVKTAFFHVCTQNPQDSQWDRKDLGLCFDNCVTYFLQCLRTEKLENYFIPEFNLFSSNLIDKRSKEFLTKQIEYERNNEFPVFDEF
* marks the source's active call; other numbers are inactive results; x = no result given; & = joins results of further samples. Cut-off read from the data, not from the text of the source, unless noted: active = inhibition above about 40%; inactive = the rest.

(1) O=C(c1cccc2[nH]c(-c3ccc(O)cc3)nc12)N1CCN(CCc2ccccc2)CC1
(2) CCC(C)(C#N)NC(=O)Cc1cn2cccc(C)c2n1 (stereo unspecified)
(3) CN(C)S(=O)(=O)c1ccc2c3c(cccc13)C(=O)N2
(4) O=C(O)Cc1ccc2sc(-c3ccccc3)nc2c1
(5) Cc1nn(CC(=O)c2ccc[nH]2)c(C)c1[N+](=O)[O-]
(6) CCS[C@H]1CCN2C(=O)C(C)(C)NC(=O)[C@H]12

Screen / compound no.	1	2	3	4	5	6
NPYLR7 ag	-2	-7	-5	-1	10	-10
mcGAS lum	-3	-17	x	x	-6	-7
hcGAS inh	-2	-10	-11	-17	-4	-5

Values by screen from above.
NPYLR7 ag, entries 1–6: -2, -7, -5, -1, 10, -10
hcGAS inh, entries 1–6: -2, -10, -11, -17, -4, -5
mcGAS lum, entries 1–6: -3, -17, x, x, -6, -7

Further structures follow.
(7) Cc1ccnc2nc(C(=O)OCC(=O)N(C3CC3)C3CCS(=O)(=O)C3)nn12 (stereo unspecified)
(8) OCCC1CN(Cc2cccc(O)c2)CCN1CC1CCCCC1 (stereo unspecified)
(9) C=C(C)CNc1ccc(C(=O)N(CC)Cc2nccn2C)cn1
(10) Cc1cnc(Cn2cnc3c(C)cccc3c2=O)[nH]1
(11) COC(=O)c1ccc(CSc2nnc(C3(c4ccc(Cl)cc4)CCC3)o2)o1
(12) O=C(CSc1nc(=O)n(CC2CCCO2)c2c1CCC2)N1CCN(c2ccccc2)CC1 (stereo unspecified)

Screen / compound no.	7	8	9	10	11	12
NPYLR7 ag	7	-18	2	10	-8	-5
mcGAS lum	-7	1	x	-7	-4	-6
hcGAS inh	-5	3	-6	-2	-4	-6

(13) CCCCN(CC)C(=O)c1cc2c(=O)n3ccccc3nc2n1C
(14) O=S(=O)(NCc1nnnn1-c1ccc(F)cc1)c1cccc(C(F)(F)F)c1
(15) COc1ccc(Cc2noc(CN3CCCC(OCc4ccccn4)C3)n2)cc1OC (stereo unspecified)
(16) CC(C(=O)N(C)Cc1cn[nH]c1-c1ccc(F)cc1)N1CCCC1=O (stereo unspecified)
(17) O=C(c1cccs1)N1CCCC(OCc2cccc(OC(F)(F)F)c2)C1 (stereo unspecified)
(18) CCC1=NN(C(=O)OC(C)(C)C)C(O)(C(F)(F)F)C1 (stereo unspecified)

Screen / compound no.	13	14	15	16	17	18
NPYLR7 ag	0	6	22	18	-2	x
mcGAS lum	-6	-8	x	x	x	-4
hcGAS inh	-4	-9	-6	-10	-6	-4

(19) CCCN(CC(=O)N1CC(=O)N(c2cccc(C)c2)C1)C(=O)NC12CC3CC(CC(C3)C1)C2
(20) O=C(c1ccccc1)N1CCN(C2CCc3ccc(F)cc32)CC1 (stereo unspecified)
(21) Cc1cc(CC(C)Nc2nccc(C3CCCC3)n2)n[nH]1 (stereo unspecified)
(22) O=C(c1cc(-c2cccs2)nn1-c1ccccc1Cl)N1CCN(c2cccc(C(F)(F)F)c2)CC1
(23) Cc1noc(C)c1CNC(=O)N1CCCCC1c1cccn1C (stereo unspecified)
(24) Cc1occc1C(=O)NCCC1CCCN(C(=O)OC(C)(C)C)C1 (stereo unspecified)

Screen / compound no.	19	20	21	22	23	24
NPYLR7 ag	-2	10	22	-1	1	2
mcGAS lum	-4	x	x	-5	x	x
hcGAS inh	-4	-10	-4	-4	-5	5

(25) CCNc1nc(SC)nc(-n2nc(C)cc2C)n1
(26) COc1ccc2c(c1)N(CCN1CCCC1=O)CC(C)O2 (stereo unspecified)
(27) CCOC(=O)c1nn(-c2ccccc2)c(=O)cc1NC(=O)c1ccc(S(=O)(=O)N2CCCC2)cc1
(28) Cn1nnc2c(SCC(=O)NC3CC3)ncnc21
(29) OC(CN1CCOCC1)CN(CC1CCOC1)C1CC1 (stereo unspecified)
(30) COC(=O)c1[nH]ncc1CN1CCN(C(=O)c2ccc(OC)cc2)CC1

Screen / compound no.	25	26	27	28	29	30
NPYLR7 ag	2	7	x	0	4	10
mcGAS lum	-1	-15	-6	x	x	x
hcGAS inh	-3	-7	-7	-5	5	-4

The last 4 compounds of the section before lead into the next:
(27) CCOC(=O)c1nn(-c2ccccc2)c(=O)cc1NC(=O)c1ccc(S(=O)(=O)N2CCCC2)cc1
(28) Cn1nnc2c(SCC(=O)NC3CC3)ncnc21
(29) OC(CN1CCOCC1)CN(CC1CCOC1)C1CC1 (stereo unspecified)
(30) COC(=O)c1[nH]ncc1CN1CCN(C(=O)c2ccc(OC)cc2)CC1
(31) O=C(/C=C/c1cccc(C(F)(F)F)c1)Nc1cc(-c2onc3c2CCCC3)ccc1Cl
(32) O=C(NCc1cccc(C(F)(F)F)c1)c1cc(-c2ccccc2F)nc2cc(-c3ccc(Cl)cc3)nn12
(33) Cc1oc2nc[nH]c(=O)c2c1C(=O)N1CCN(Cc2ccsc2)CC1
(34) Cc1nc2sc(C)c(C)c2c(=O)o1
(35) O=C(O)Cn1[nH]c(=O)ccc1=O
(36) CCS(=O)(=O)c1ccc2oc(-c3cc([N+](=O)[O-])ccc3OS(=O)(=O)c3ccc(C)cc3)nc2c1

Screen / compound no.	27	28	29	30	31	32	33	34	35	36
NPYLR7 ag	x	0	4	10	18	20	-1	3	-3	15
mcGAS lum	-6	x	x	x	-2	-6	-3	-2	x	-2
hcGAS inh	-7	-5	5	-4	0	-4	5	1	0	-3

(37) COc1cc(Br)cc(C=Nc2ccc(C)cn2)c1O
(38) CC1CCN(C(=O)CC2C=CCC2)c2cc(C(F)(F)F)ccc2S1 (stereo unspecified)
(39) C=C(C)Cn1c(=O)c2c(nc3n(-c4ccc(C)c(C)c4)c(C)cn23)n(C)c1=O
(40) Cc1noc(C)c1CCCNC(=O)c1ccc(-c2cc3ccccc3o2)nc1
(41) Cc1ccc(N(C(=O)NC(=O)Nc2cccc([N+](=O)[O-])c2)S(=O)(=O)c2ccc(C)cc2)cc1
(42) CC(c1cccnc1)N(C)C(=O)NC(C)C(C)(C)c1ccccc1 (stereo unspecified)

Screen / compound no.	37	38	39	40	41	42
NPYLR7 ag	2	-1	9	2	-3	3
mcGAS lum	x	x	-7	-15	-5	-6
hcGAS inh	3	-5	8	-3	-2	-10

(43) Cc1cc(Cl)ccc1C(=O)C1CCCN(C(=O)CCCc2cccs2)C1 (stereo unspecified)
(44) COc1ccccc1CCC(=O)Nc1ccc2c(c1)CN(Cc1cccc3nonc13)CC2
(45) CC(c1ccc(-c2ccc(C(=O)N3CCCC3)o2)cc1)N1CCOCC1 (stereo unspecified)
(46) Cc1csc(NC(=O)c2cn(C)cc3c(=O)n(-c4ccccc4)nc2-3)n1
(47) CC(=O)Nc1ccc(NC(=O)C(C)OC(=O)Cc2cccc(F)c2)cc1 (stereo unspecified)
(48) Cc1nc(C)c(C(=O)NCCn2nc(-c3ccc(Cl)cc3)ccc2=O)s1

Screen / compound no.	43	44	45	46	47	48
NPYLR7 ag	3	7	26	4	7	1
mcGAS lum	-15	-2	-17	-1	-8	-11
hcGAS inh	-1	-8	-5	-6	-4	-9

(49) CCS(=O)(=O)N1CCC(C(=O)n2ncc3ccc(N)cc32)CC1
(50) OCc1cc(-c2ccc(CN3CCCC3)cn2)ccc1F
(51) CCOC(=O)CCC(=O)N[C@H](Cc1ccccc1)C(=O)N1CCC(C(=O)Nc2ccc(OC)cc2)CC1
(52) COc1cc(CCNC(=O)CCCN=C2NS(=O)(=O)c3ccccc32)ccc1OC(F)F
(53) CCC(NCC(=O)NCc1ccccc1F)c1nc(C)no1 (stereo unspecified)
(54) Cc1cc(Oc2cnn(-c3cccc(F)c3)c(=O)c2Nc2cccc(C(=O)NCC3CCCO3)c2)ccc1Cl (stereo unspecified)

Screen / compound no.	49	50	51	52	53	54
NPYLR7 ag	-1	5	-8	1	15	5
mcGAS lum	-16	x	0	-6	x	-4
hcGAS inh	-3	-4	-2	-8	-4	-5

(55) COc1cccc(-n2cc(-c3ccnc(NCCc4cnc[nH]4)n3)cn2)c1
(56) Cc1cccc(CN2CCCn3cccc3C2c2ccc(Cl)c(Cl)c2)c1 (stereo unspecified)
(57) CC(C)OC(=O)c1c(NC(=O)c2cnn3c(C(F)(F)F)cc(-c4ccc(Br)cc4)nc23)sc2c1CCCC2
(58) COCCCN(CC(=O)N(Cc1ccco1)Cc1cccn1C)C(=O)Nc1ccc(Cl)cc1
(59) COc1ccc(-c2cnc3ncnn3c2N2CCCN(S(=O)(=O)c3cc(C)c(Cl)cc3C)CC2)cc1
(60) N#CC1C(=O)NC(=O)[C@H]([n+]2ccccc2)[C@H]1c1cccc(OCC(N)=O)c1 (stereo partly specified)

Screen / compound no.	55	56	57	58	59	60
NPYLR7 ag	10	12	15	2	x	3
mcGAS lum	x	-5	-8	-6	-6	x
hcGAS inh	-7	-6	-7	-4	-6	-2

(61) CC(C)NC(=S)NC(=O)c1ccco1
(62) Cc1ccccc1CN1CCN(Cc2cccn2-c2nccs2)CC1CCO (stereo unspecified)
(63) Cc1ccc2cc(CCNC(=O)c3cccc4ccccc34)c(=O)[nH]c2c1C
(64) Cc1ccc2c(c1)C1CC(C)(O2)N(c2cccc(C(=O)O)c2)C(=O)N1 (stereo unspecified)
(65) CCOc1cccc(CN2CCOc3ccc(CN4CCC(O)(c5cccnc5)CC4)cc3C2)c1
(66) CC(NC(=O)CNc1cc(N2CCCC2=O)ccc1Cl)C1CC1 (stereo unspecified)

Screen / compound no.	61	62	63	64	65	66
NPYLR7 ag	-4	13	1	-10	2	8
mcGAS lum	x	x	x	-7	-9	x
hcGAS inh	-4	-7	-9	-7	-7	-9

Part of the list above in order of length of the SMILES, largest number first.
(60) N#CC1C(=O)NC(=O)[C@H]([n+]2ccccc2)[C@H]1c1cccc(OCC(N)=O)c1 (stereo partly specified)
(65) CCOc1cccc(CN2CCOc3ccc(CN4CCC(O)(c5cccnc5)CC4)cc3C2)c1
(58) COCCCN(CC(=O)N(Cc1ccco1)Cc1cccn1C)C(=O)Nc1ccc(Cl)cc1
(62) Cc1ccccc1CN1CCN(Cc2cccn2-c2nccs2)CC1CCO (stereo unspecified)
(66) CC(NC(=O)CNc1cc(N2CCCC2=O)ccc1Cl)C1CC1 (stereo unspecified)
(61) CC(C)NC(=S)NC(=O)c1ccco1

Screen / compound no.	60	65	58	62	66	61
NPYLR7 ag	3	2	2	13	8	-4
mcGAS lum	x	-9	-6	x	x	x
hcGAS inh	-2	-7	-4	-7	-9	-4

(more compounds)
(67) O=C1CC(c2ccc(F)cc2)Cc2c1cnn2-c1nc2ccccc2[nH]1 (stereo unspecified)
(68) CC1(C)CN2C(=O)C(NC(=O)c3ccccc3)(C(F)(F)F)N=C2S1 (stereo unspecified)
(69) Cc1cc(C)nc(SCCn2c(N3CC(C)OC(C)C3)nc3c2c(=O)n(C)c(=O)n3C)n1 (stereo unspecified)
(70) O=[N+]([O-])c1c(-c2ccccn2)c(-c2ccccn2)n2ccccc12
(71) CCOc1ccc(-c2cc(C(=O)NCCc3cc(OC)ccc3OC)c3ccccc3n2)cc1
(72) CSCc1noc(CN2C[C@@H]3CC[C@H](CC2=O)N3)n1

Screen / compound no.	67	68	69	70	71	72
NPYLR7 ag	25	16	5	0	-1	x
mcGAS lum	x	x	-5	1	-3	-6
hcGAS inh	-4	-12	-7	-1	-5	-9

(73) CCOC(=O)C1=C(C)NC(C)=C(C(=O)OCC)C1C(=O)OCC(=O)N1CCCCC1C (stereo unspecified)
(74) FC(F)(F)c1cccc(Cn2c3[n+](c4ccc(C(F)(F)F)cc42)CCCCC3)c1
(75) O=C(Nc1cccc(Cl)c1)Oc1ccccc1-c1ccccc1
(76) O=C(Cc1ccc(F)cc1)N(Cc1ccccn1)c1nc2ccc([N+](=O)[O-])cc2s1
(77) CCSC1=NNC(=Cc2cc(=O)[nH]c(=O)[nH]2)N1c1cc(C)ccc1C
(78) O=C(c1cccc(F)c1)N1CCSC1c1ccc(OCc2ccccc2)cc1 (stereo unspecified)

Screen / compound no.	73	74	75	76	77	78
NPYLR7 ag	-4	5	0	-1	-1	13
mcGAS lum	x	x	x	-10	-4	-4
hcGAS inh	-7	0	-7	-8	-3	-5

(79) CCn1c(C2CCCN(Cc3ccnn3-c3ccccc3)C2)nn(C)c1=O (stereo unspecified)
(80) O=C(Nc1cccc(Oc2ccncc2)c1)C1CCS(=O)(=O)C1 (stereo unspecified)
(81) O=C1CC(c2ccccc2)N(C(=O)Nc2ccc(OC(F)F)cc2)CCN1 (stereo unspecified)
(82) Cc1ccc(C)c(Cn2ccnc2CN(CCN2CCOCC2)C(=O)CC(C)C)c1
(83) CC(=NNC(=O)CC12CC3CC(CC(C3)C1)C2)c1ccc(Cl)s1
(84) CN1C(=O)NC(c2ccc(F)cc2)C2=C1CN(CC(=O)NCc1ccccc1-c1ccccc1)C2=O (stereo unspecified)

Screen / compound no.	79	80	81	82	83	84
NPYLR7 ag	1&26	4	8	-2	2	-2
mcGAS lum	-18	x	-16	2	-7	-4
hcGAS inh	7&-2	-16	-11	14	-12	-4
